ERAP1 HTS inh: human ERAP1 aminopeptidase inhibitors, primary screen, biochemical, single point, plate reader | inhibition, % at 10.7 µM | Endoplasmic reticulum aminopeptidase 1 (Homo sapiens), Q9NZ08 | actives 0.15% (n = 340,000) | recombinant ERAP1, Leu-AMC fluorescence, 60 min;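 active = mean replicate inhibition of at least 30%, or all replicates individually reaching that 30% level; inactive = mean below 30% and not every replicate reaching it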;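 also: 0% = neutral control wells and 100% = L-leucinethiol positive control wells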
Target sequence (Q9NZ08 whole entry, looked up): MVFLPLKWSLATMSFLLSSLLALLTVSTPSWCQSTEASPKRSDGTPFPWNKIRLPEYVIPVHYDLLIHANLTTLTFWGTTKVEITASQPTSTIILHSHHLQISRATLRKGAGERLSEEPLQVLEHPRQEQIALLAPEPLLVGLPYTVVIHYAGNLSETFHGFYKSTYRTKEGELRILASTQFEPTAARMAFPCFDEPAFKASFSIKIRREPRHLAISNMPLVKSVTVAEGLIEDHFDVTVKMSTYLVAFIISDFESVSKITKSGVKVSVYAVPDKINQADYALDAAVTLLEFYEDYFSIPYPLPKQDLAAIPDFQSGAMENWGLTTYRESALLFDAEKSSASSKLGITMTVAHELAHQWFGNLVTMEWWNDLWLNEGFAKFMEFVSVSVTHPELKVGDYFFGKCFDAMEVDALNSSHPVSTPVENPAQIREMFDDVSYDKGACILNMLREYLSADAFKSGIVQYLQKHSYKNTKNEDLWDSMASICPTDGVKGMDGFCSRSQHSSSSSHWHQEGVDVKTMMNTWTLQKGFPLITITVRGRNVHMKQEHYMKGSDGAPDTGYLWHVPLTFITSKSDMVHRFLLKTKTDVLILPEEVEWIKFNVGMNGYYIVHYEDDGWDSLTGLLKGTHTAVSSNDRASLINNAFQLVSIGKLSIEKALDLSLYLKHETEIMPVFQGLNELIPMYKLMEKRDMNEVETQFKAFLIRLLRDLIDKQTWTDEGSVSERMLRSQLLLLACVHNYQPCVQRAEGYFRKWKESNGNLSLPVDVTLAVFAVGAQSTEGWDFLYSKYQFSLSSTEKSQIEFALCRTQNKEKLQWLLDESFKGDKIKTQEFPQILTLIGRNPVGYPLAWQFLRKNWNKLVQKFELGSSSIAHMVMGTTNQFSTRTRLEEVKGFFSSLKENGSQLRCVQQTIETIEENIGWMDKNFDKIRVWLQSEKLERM
S100A4 MyoIIA: inhibitors of S100A4-myosin IIA peptide binding, primary screen, biochemical, fluorescence polarization, TAMRA-MyoIIA peptide; inhibition, % at 10.7 µM; actives 0.14% (n = 360,000); AID 652163, 2013;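 active = mean inhibition of at least 70% across replicates, with every replicate also reaching that level; inconclusive = mean inhibition reaches 70% but some replicates fall short; inactive = mean inhibition below 70%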
Target sequence (P26447 whole entry, looked up): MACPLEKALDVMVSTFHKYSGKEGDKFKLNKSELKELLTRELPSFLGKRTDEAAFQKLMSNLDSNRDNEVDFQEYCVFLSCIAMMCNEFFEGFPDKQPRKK
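Test system: S100A4 monomer protein; Medium: HEPES pH 7.2 with CaCl2, KCl, NaCl, DTT, Triton; Probe or stimulus: TAMRA-labelled myosin IIA heavy-chain peptide probe, 5 nM; Doses: one dose per compound; Times: polarization read 5 min after assay mix addition, stable 5–60 min; Benchmarks: neutral control DMSO, positive control TFP.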
XiGFP reactiv: activators of inactive X chromosome reactivation, primary screen, imaging, XiGFP fibroblasts, GFP high-content imaging, set 2 | XiGFP mouse fibroblasts, % GFP-positive cells imaging, 3 d; cells co-treated with 5-aza-dC sensitizer; scaled so ellipticine positive control = 100% | activation, % at 7.58 µM | actives 0.055% (n = 360,000);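 active = mean normalized replicate activation at least 10% and every replicate at or above 10%; inconclusive = only one of the two criteria met; inactive = mean below 10% and not all replicates reach 10%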;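 also: 0% = median of on-plate neutral control wells and 100% = ellipticine 6 µM median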
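assay system = SV40-immortalized XiGFP fibroblast cells, line 68-5-11 | buffer or medium = DMEM plus 5-aza-dC sensitizer | doses = single-point pinned compound dosing | times = 3-day compound exposure, then 15 min fixation at room temperature | benchmarks = positive control ellipticine, 6 µM final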
RAD54 inh: inhibitors of human RAD54 branch migration, primary screen, biochemical, fluorescence, single point; actives 0.14% (n = 360,000); DNA repair and recombination protein RAD54-like (Homo sapiens), Q92698; inhibition, % at 10.4 µM; RAD54 Holliday junction branch migration, FAM/BHQ fluorescence;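 active = mean normalized replicate activity at least 40 and at least half of replicates scoring 40 or more; inconclusive = only one of the two criteria met; inactive = mean below 40 and under half of replicates reaching 40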;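 also: 0% = median of neutral control wells and 100% = median of positive control wells; inhibitors cause a drop in the FAM fluorescence signal; in these data hits start at about 50%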
RAD52 anneal inh: RAD52 DNA annealing inhibitors, primary screen, biochemical, FRET, single point, set 2. DNA repair protein RAD52 homolog (Homo sapiens), P43351. recombinant RAD52 DNA annealing, FRET fluorescence. inhibition, % at 18.7 µM. actives 0.46% (n = 360,000). AID 651710, 2012;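 active = every replicate showing at least 50% inhibition; inconclusive = mean inhibition at least 50% but not in every replicate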
esBAF inh: Bmi1 luciferase reporter increase in mESCs, primary screen, esBAF inhibitor project, mouse ES cells, Bmi1 luciferase knock-in, single point; 24 h; 100% = twice the neutral-well signal; reporter increase, % at 12.5 µM; actives 2% (n = 350,000); AID 602393, 2012; in the data active = activation above about 40%; inconclusive = no clear call, values can overlap the other calls;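 also: 0% = median of the plate's neutral control wells and 100% = double that signal; a rise in the Bmi1 reporter signal indicates esBAF inhibition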
E-sel inducer: E-selectin induction in HUVECs, primary screen, imaging, HUVEC, immunofluorescence imaging, single point; P16581; AID 686992, 2013; activation, % at 7.58 µM; actives 0.37% (n = 260,000); normalized: neutral wells 0, TNF-alpha wells 100;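 active = mean E-selectin-positive cell signal at least 10% of the positive control, reached in at least 60% of replicates, without over 20% cell loss; inconclusive = no rule given, readout overlaps actives, possibly toxicity-flagged; inactive = the rest, including those meeting only one limit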;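 also: in these data hits start at about 27%; measured in HUVEC primary endothelial cells; signal is the percent of cells scored E-selectin positive by PE staining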
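Test system – human umbilical vein endothelial cells (HUVEC), E-selectin induction · Input – 3,000 HUVEC seeded per well · Buffer or medium – EGM-2, gelatin · Compound dosing – single-point compound dose · Detection – immunofluorescence imaging · Measure – percent E-selectin-positive cells · Controls – TNF-alpha high, DMSO low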
ERp5 inh: inhibitors of ERp5-driven insulin aggregation, primary screen, biochemical, turbidity, absorbance 650 nm, single point. 90 min. inhibition, % at 9.99 µM. actives 0.05% (n = 350,000);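 active = mean replicate inhibition above about 25%, with every replicate also reaching it, limit read from the data, passing the limit was not always enough; inconclusive = only one of those two criteria met; inactive = neither criterion met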
* = called active by the depositor; u = inconclusive; x = not tested or not shown. The order is random (roughly 2.5% active in at least one column).

SMILES	ERAP1 HTS inh	S100A4 MyoIIA	XiGFP reactiv	RAD54 inh	RAD52 anneal inh	esBAF inh	E-sel inducer	ERp5 inh
Cn1c(=O)c2cc(NC(=O)CCc3cccc(Cl)c3)ccc2n1Cc1cccc(C(F)(F)F)c1	3	-10	-0.3	-2	-99	2	-0.1	-7
O=C1CN2NC(=S)N(c3ccccc3)C2=CN1c1ccc(Cl)cc1	2	-8	-0.1	x	-7	x	x	-5
O=S(=O)(N[C@H]1CC[C@H](CCNS(=O)(=O)c2ccccc2Cl)O[C@H]1CO)c1ccccc1	-3	5	0.1	-5	3	-2	0.0	4
CCC(=O)N(C)C[C@@H]1Oc2cc(C#Cc3ccccn3)ccc2S(=O)(=O)N([C@H](C)CO)C[C@@H]1C	-1	3	0.1	7	-23	2	-0.3	-2
O=C(c1cc(-c2cccs2)nc2ccccc12)N1CCN(CCO)CC1	0	0	0.2	-10	-15	-1	-0.7	-8
COc1ccc(CN(C)C[C@@H]2Oc3ccc(NC(=O)CCC(F)(F)F)cc3C(=O)N([C@@H](C)CO)C[C@@H]2C)cc1	-2	1	0.6	-21	8	2	x	0
COc1ccc([N+](=O)[O-])cc1NS(=O)(=O)c1cc(C(=O)N2CCN(C)CC2)ccc1OC	-15	-5	0.0	-8	-6	-7	x	0
COc1ccc(NC(=O)CSc2ccccn2)c([N+](=O)[O-])c1	1	-2	0.0	-12	-17	u	-0.2	-1
O=c1cc(CCc2ccccc2)oc2cccc(O)c12	1	-3	x	4	-9	33	x	-5
CCNC(=S)NNC(=O)c1ccc(S(=O)(=O)NCc2ccco2)cc1	0	1	-0.1	6	5	0	-0.6	1
COc1ccccc1OCC(=O)Nc1cc(S(=O)(=O)N2CCCCC2)ccc1N1CCCCC1	10	-3	-0.1	x	-13	x	x	9
COc1ccc(O)c(/C=N/NC(=O)c2ccc(N3CCCC3=O)cc2)c1	-6	5	0.2	1	-13	7	0.2	-5
CO[C@@H]1CN(C)C(=O)c2ccc(NS(=O)(=O)CC(F)(F)F)cc2OC[C@@H](C)N(Cc2ccccn2)C[C@H]1C	-6	57	0.0	-10	-3	-23	0.2	-2
COc1cc2c(cc1OC)C(c1cccc([N+](=O)[O-])c1)NC(=O)C2 (centres undefined)	-3	3	0.3	x	-8	x	x	u
CCNc1nc2c(c(=O)[nH]c(=O)n2C)n1CCCc1ccccc1	x	-9	0.3	-9	-7	-5	0.1	6
O=C(Cc1c(Cl)cccc1Cl)Nc1cccc(S(=O)(=O)N2CCOCC2)c1	-2	-5	0.2	x	-14	x	4.7	0
COC(=O)c1cc2ccsc2n1Cc1nc(-c2cccc(Cl)c2)oc1C	x	-3	0.0	-16	-15	-8	4.4	4
COc1cccc(CNC(=O)CNC(=S)N(Cc2ccccc2)Cc2ccccc2F)c1	4	-3	u	x	-17	x	-1.3	1
O=C(NCc1cccc2[nH]ccc12)C1CCC(=O)N(CCc2ccccc2)C1 (centres undefined)	3	3	0.0	-4	1	1	x	-4
Cc1cc(C(=O)CCl)c(C)n1-c1ccon1	4	0	0.0	x	-4	x	x	0
COc1cc(CC(=O)OCc2cccc([N+](=O)[O-])c2)cc(OC)c1OC	-1	-1	0.1	6	0	3	x	-2
Cc1[nH]c2ccc(C(=O)OC(C)C(=O)NC3(C#N)CCCCC3)cc2c1C (centres undefined)	4	-4	0.0	x	-9	x	0.0	0
S=C(c1ccc(OCc2ccccc2)cc1)N1CCCC1	11	-3	0.0	-4	-40	10	1.0	-5
CC1(c2ccccc2Cl)NC(=O)N(CC(=O)N2CCN(S(=O)(=O)c3ccccc3)CC2)C1=O (centres undefined)	1	-8	0.3	x	-18	x	2.1	1
Cc1[nH]c(C(=O)N/N=C/c2ccc(N(C)C)cc2)c(C)c1C(=O)N/N=C/c1ccc(N(C)C)cc1	0	-18	1.1	x	-20	x	x	-3
Cc1cc(C)n2nc(CNS(=O)(=O)c3ccc(C(C)(C)C)cc3)nc2n1	-2	2	-0.1	10	-5	-3	x	-15
COC(=O)c1cn(-c2ccccc2)nc1-c1ccc(OC)cc1	-1	-5	0.8	x	-12	x	x	-64
CN(C)CC#Cc1ccc([C@@H]2[C@H](C#N)N[C@@H]2CO)cc1	-3	-28	-0.1	1	-10	1	0.0	-1
COCCn1c(SCC(=O)NC2CCCC2)nc2ccccc2c1=O	-2	0	0.0	8	0	-2	-0.2	-1
COc1cc(C2c3c(oc4ccccc4c3=O)C(=O)N2c2nccs2)ccc1O (centres undefined)	0	-2	-0.1	x	-5	5	5.8	0
CCOc1ccc(Cl)cc1/C=N/NC(=O)c1ccccc1	2	-2	0.1	x	-3	x	0.0	1
C[C@@H]1CN([C@@H](C)CO)C(=O)c2cc(NC(=O)CCCCCC(=O)Nc3ccccc3N)ccc2O[C@H]1CN(C)Cc1ccccc1	-2	-49	0.1	x	6	x	-0.4	0
O=S(=O)(NCc1ccc2c(c1)OCO2)c1ccc(F)c(F)c1	-6	8	0.1	6	0	0	x	4
N#CCOC(=O)[C@H](Cc1ccccc1)N1C(=O)c2ccccc2C1=O	-4	1	0.0	-3	-2	1	0.2	-1
CCC(C)[C@H]1COCCS(=O)(=O)N1Cc1ccc(C)cc1 (some centres undefined)	2	2	0.0	3	0	8	0.0	-1
O=C(Nc1ccc(-c2nc3cc(NC(=O)c4cccs4)ccc3o2)cc1)c1cccs1	-5	-16	x	0	-3	2	x	5
CC1=CC(C)(C)[N+](C)=CN1c1ccccc1	51*	-3	0.2	x	0	x	x	7
CN(C)C(=O)c1ccc(-c2ccc([C@@H]3[C@@H](C#N)N(C(=O)C4CCCC4)[C@H]3CO)cc2)cc1	4	-3	-0.1	8	1	16	0.1	2
CNC(=O)c1cc(C(=O)c2ccc(Cl)cc2)c[nH]1	0	-6	0.2	-8	-7	37	0.1	0
COc1cccc(CN2CCNC(=O)C2CC(=O)NCCN2CCCCC2=O)c1 (centres undefined)	3	-1	0.4	-2	-19	-14	x	8
CN(C)C(=O)c1ccc(-c2ccc3c(c2)[C@H]2[C@H](CCN2Cc2cncnc2)[C@H](CO)N3)cc1	x	x	0.0	-6	x	-3	0.8	x
COCC(=O)Nc1ccc2c(c1)[C@@H]1C[C@@H](CC(=O)NCc3ccccn3)O[C@@H](CO)[C@@H]1O2	3	0	0.0	-6	5	0	0.0	-5
O=C(C[C@@H]1C[C@H]2c3cc(NC(=O)c4cccnc4)ccc3O[C@H]2[C@H](CO)O1)NCCc1ccccc1	1	9	0.0	4	3	3	-0.2	-4
COc1ccc(NS(=O)(=O)c2ccc(O)c(C(=O)OCC(=O)N3CCCCC3)c2)cc1	-2	3	0.2	5	-9	-4	-0.5	5
Cc1cc(C(=O)NCc2ccc(S(N)(=O)=O)cc2)cs1	-5	-3	x	7	-9	1	x	-8
Cc1nn(CC(=O)NCCCN2CCCCC2)c(=O)c2cccn12	-1	-6	0.1	-1	-6	-6	x	0
O=C(O)Cc1cn(-c2ccccc2)nc1-c1ccccc1	0	4	-0.1	-1	-11	1	-0.2	-1
C#CCOc1ccc(C2C3=C(CC(C)(C)CC3=O)N(CC(=O)O)C3=C2C(=O)CC(C)(C)C3)cc1OC	5	-4	0.0	-4	-8	-8	x	4
O=C(O)CN=CC1=C(O)CC(c2ccccc2)CC1=O (centres undefined)	-3	2	0.0	2	-11	-5	-0.2	4
CCOc1cc(N2CCC(O)CC2)ccc1Nc1ncc2c(n1)N(C)c1ccccc1C(=O)N2C	-3	-3	-0.1	x	0	x	0.1	-5
Cc1ccc2nc(-c3ccc(O)c(O)c3)cn2c1	1	-2	0.1	13	26	-53	-0.1	4
C[C@H](CO)N1C[C@H](C)[C@H](CN(C)C(=O)CCN(C)C)OCc2ccccc2-c2c(n(C)c3ccccc23)C1=O	2	-1	0.1	0	47	-1	0.2	6
O=C(CSc1nnc(NC(=O)C2CC2)s1)Nc1ccc(F)cc1F	2	-4	0.0	8	-22	0	-1.3	-9
CC(C)C#Cc1ccc2c(c1)O[C@H](CN(C)S(=O)(=O)c1cn(C)cn1)[C@H](C)CN([C@H](C)CO)S2(=O)=O	1	5	0.7	-10	4	0	-0.2	2
COc1ccc(OCC(O)CN2CCN(c3ccc(Cl)cc3)CC2)cc1 (centres undefined)	-4	-1	0.1	6	-12	6	1.9	-3
O=C(Nc1cccc(Cl)c1)N[C@H]1CC[C@@H](CCNC(=O)C2CCCCC2)O[C@@H]1CO	0	3	0.0	-3	0	-4	-0.5	0
O=C(/C=C/c1ccco1)N(Cc1ccc(F)cc1)C1CCS(=O)(=O)C1 (centres undefined)	3	-6	0.1	x	-22	x	-0.1	4
O=C(C(=O)N1CCN(C(=O)OCc2ccccc2)CC1)c1cccs1	x	0	0.1	x	-9	x	-2.6	0
C[C@@H]1CN([C@@H](C)CO)C(=O)c2cc(NC(=O)C3CCCCC3)ccc2O[C@@H]1CN(C)S(C)(=O)=O	1	5	0.0	-1	10	2	-4.0	0
C[C@H](NC(=O)c1nc[nH]c1C(=O)NCc1ccccc1)C(=O)OC(C)(C)C	0	-1	0.0	-1	-1	6	0.0	-6
(further entries)
SMILES	ERAP1 HTS inh	S100A4 MyoIIA	XiGFP reactiv	RAD54 inh	RAD52 anneal inh	esBAF inh	E-sel inducer	ERp5 inh
O=C(COc1cc(Cl)ccc1Cl)Nc1nnc(C2CC2)s1	2	-6	0.3	2	-15	-3	1.0	-17
CCOC(=O)N1CCC(NCCNC(=O)c2ccc(F)cc2)CC1	-6	-4	-0.1	-14	-7	-1	0.5	-2
O=C(NCCC(=O)N1CCCCC1)c1ccc(Br)cc1	0	3	0.0	0	-12	36	0.3	2
COc1cc2c(cc1OC)C1(CCCC1)CNC2c1cccc([N+](=O)[O-])c1 (centres undefined)	1	-6	0.0	5	-18	-6	x	12
CC1(C2CC2)NC(=O)N(CC(=O)NCC(=O)Nc2ccc(F)c(F)c2F)C1=O (centres undefined)	-6	-14	0.0	11	-9	0	0.2	1
Cc1cccc(/N=C/C2=C(O)CC(C)(C)CC2=O)n1	-1	-4	0.1	x	-1	x	x	1

Full records as entered above:
Results for Cc1cccc(/N=C/C2=C(O)CC(C)(C)CC2=O)n1 → ERAP1 HTS inh = -1; S100A4 MyoIIA = -4; XiGFP reactiv = 0.1; RAD54 inh = x; RAD52 anneal inh = -1; esBAF inh = x; E-sel inducer = x; ERp5 inh = 1
Results for CCOC(=O)N1CCC(NCCNC(=O)c2ccc(F)cc2)CC1 → ERAP1 HTS inh = -6; S100A4 MyoIIA = -4; XiGFP reactiv = -0.1; RAD54 inh = -14; RAD52 anneal inh = -7; esBAF inh = -1; E-sel inducer = 0.5; ERp5 inh = -2

Compound activity deposited in PubChem BioAssay by Broad Institute.
